Bioassay records from PubChem.
mouse EphA4 binding: inhibitors of EphA4 binding to KYL peptide, primary screen, biochemical, colorimetric, mouse EphA4 (AID 689); inhibition, % at 10 µM, or IC50 in µM where a hit was titrated; actives 0.1% (n = 62,000); EphA4-AP binding to KYL peptide, pNPP A405; higher % means a stronger effect; in the data active means a potency from the dose series; inactive means the rest, 99 in 100 with inhibition below about 22%
* = called active by the depositor. Not all compounds are listed; rates above refer to the full screens.

SMILES	mouse EphA4 binding
COc1ccc(C(=O)Sc2ccc(Cl)cc2)cc1OC	4%
COc1ccc(C2CC(C)=NN2C=O)cc1OC (stereo not drawn)	0%
CCOc1ccc(C(Nc2ccc(C)cc2)P2(=O)OCC(C)(C)CO2)cc1 (stereo not drawn)	-11%
C/C(N)=C(/C#N)C(=O)COC(=O)C(NS(=O)(=O)c1ccc(Cl)cc1)C(C)O (stereo not drawn)	-4%
Cc1cc(N2C(=O)C(O)=C(C(=O)c3cccs3)C2c2cccc(O)c2)no1 (stereo not drawn)	-5%
CC(=O)Nc1ccc(S(=O)(=O)N2CCN(c3cccc(C)c3C)CC2)cc1	-8%
Cc1cccc2sc(NC(=O)CNS(=O)(=O)c3ccc(Br)s3)nc12	-3%
Cc1cccc(C)c1Nc1nnc(SCc2cc([N+](=O)[O-])cc3c2OCOC3)s1	-17%
CCOC(=O)C1=C(Cc2ccc(F)cc2)C(=O)c2ccccc2C1=O	-9%
CCOc1ccc(N(CC(=O)NCc2cccs2)S(=O)(=O)c2c(C)noc2C)cc1	-17%
N=c1n(Cc2ccccc2)c2ccccc2n1CC(O)COc1ccccc1 (stereo not drawn)	-13%
COc1cc(NC(=O)c2cc3ccccc3o2)c(OC)cc1Br	9%
C=CCOC(=O)C1=C(C)NC(C)=C(C(=O)OCC=C)C1c1ccc(O)c(OCC)c1	-11%
O=C(N/N=C/c1ccccn1)C1CC1	-17%
Cc1ccc(OCC(=O)Nc2ccc3c(c2)nc(CCN2CCOCC2)n3C)cc1	-2%
O=C(Oc1ccc(Cl)cc1)c1ccccc1	0%
COCCN1Cc2cccc(C(=O)NCc3cccnc3)c2C1=O	2%
CCOc1ccc(C(=O)Nc2cc(=O)n(C)c(=O)n2C)cc1	2%
COC(=O)c1ccc(=O)n(-c2ccc(OC)cc2)c1	-13%
COc1ccc(-n2nnc3c(=O)n(Cc4ccccc4C)cnc32)cc1	12%
CCc1ccc2oc(=O)cc(CN3CCC(C)CC3)c2c1	1%
CCOC(=O)c1c(C2COc3ccccc3O2)csc1N (stereo not drawn)	-10%
COC(=O)Cc1nnc(NC(=O)c2ccccc2)s1	-1%
O=C(CSc1nc2ccccc2s1)N1c2ccccc2Sc2ccc(Cl)cc21	-4%
CCCCOCCCNC(=O)N[C@@H](CCSC)C(=O)OC	-13%
COCCNC(=O)c1onc(CSc2cc(C)cc(C)c2)c1C(=O)O	-16%
CCOC(=O)c1ccc(N2NC(=O)/C(=C/c3ccc(O)c(OCC)c3)C2=O)cc1	1%
Cc1ccnc(NS(=O)(=O)c2ccc(NC(=O)C3CCCCC3C(=O)O)cc2)n1 (stereo not drawn)	-3%
CCOc1ccccc1C1CC(c2ccc(Cl)cc2)Nc2nc(N)nn21 (stereo not drawn)	-16%
O=C(c1ccc(CS(=O)(=O)c2c(Cl)cccc2Cl)o1)N1CCCC1	-10%
C(=N\c1nc2ccccc2n1Cc1ccccc1)/c1cccs1	6%
Cc1ccc(C(=O)N/N=C/c2nc3ccccc3n2C)cc1	-4%
CC1CCN(S(=O)(=O)c2ccc(S(=O)(=O)N3CCN4CCCC4C3)cc2)CC1 (stereo not drawn)	-11%
CCOC(=O)c1c(C)[nH]c(O)c1C=Nc1ccc(C(F)(F)F)cc1	-28%
COC(=O)C1=C(C)C(c2ccc(OC)cc2)NC(=S)N1 (stereo not drawn)	1%
Cc1ccc(NCc2nnc(SCC(=O)NCCc3ccccc3)n2C)cc1	-4%
O=C(NNC(=O)c1ccc(SCC2CCCO2)c([N+](=O)[O-])c1)c1ccc(F)cc1 (stereo not drawn)	-17%
CC(=O)Nc1ccc(Sc2ncccc2C(=O)Nc2ccc(F)cc2)cn1	-8%
COC(=O)N1N=C(c2ccccc2)CC1(O)C(F)(F)F (stereo not drawn)	-4%
Cn1c(CNC(=O)Nc2cccc(Cl)c2)nnc1SCc1ccccc1	-12%
CCc1nnc(NC(=O)CN2CCN(C3CCCCC3)CC2)s1	6%
CC1(C)CC(=O)C(=Cc2cn(-c3ccccc3)nc2-c2cccc([N+](=O)[O-])c2)C(=O)C1	-10%
O=C(c1cc(-c2ccc3c(c2)OCO3)on1)N1CCN(c2ccccc2)CC1	9%
O=C(NC12CC3CC(CC(C3)C1)C2)c1cc2nc(-c3ccco3)cc(C(F)(F)F)n2n1	1%
O=C(NCCO)C(=O)Nc1ccc(F)cc1	-8%
Cc1ccc(N=Cc2nc(/C=C/c3cccc([N+](=O)[O-])c3)oc2O)cc1	1%
Cc1csc(NC(=O)C2CCN(S(=O)(=O)c3ccc4c(c3)oc(=O)n4C)CC2)n1	-10%
COc1ccc(-c2cc(C(F)(F)F)n3nc(C(=O)N4CCCC4)cc3n2)cc1	-6%
COc1cc(C2=NOC(C(=O)Nc3ccc(C)cc3)C2)cc(OC)c1OC (stereo not drawn)	-4%
CCS(=O)(=O)NCc1cn2ccsc2n1	-5%
COCCNC(=O)c1onc(CSc2cc(C)ccc2C)c1C(=O)O	-8%
COC(=O)c1sc2cnccc2c1N	1%
O=C1c2ccccc2C(=O)N1CCSc1ncn[nH]1	-14%
CC(NC(=O)Cn1cnc2c1c(=O)n(C)c(=O)n2C)c1ccccc1 (stereo not drawn)	-8%
Cc1ccccc1OCC(=O)Nc1ccc(Cl)cc1	16%
CCOC(=O)CP(=O)(c1ccc(C)cc1)c1ccc(C)cc1	-4%
FC(F)(F)c1nc(-c2ccncc2)ncc1-c1nnnn1-c1ccccc1	-2%
COc1ccc(S(=O)(=O)C(C#N)c2nc3ccccc3nc2N2CCC(C)CC2)cc1 (stereo not drawn)	-6%
COc1cc(/C=N/NC(=O)c2ccncc2)ccc1OC(=O)c1ccc([N+](=O)[O-])cc1	-4%
Cc1cc(C)cc(NC(=O)Cn2c(=O)oc3cc(S(=O)(=O)N4CCC(C)CC4)ccc32)c1	-36%

3 entries already listed, ordered by the value under mouse EphA4 binding, descending:
SMILES	mouse EphA4 binding
COC(=O)c1sc2cnccc2c1N	1%
COCCNC(=O)c1onc(CSc2cc(C)ccc2C)c1C(=O)O	-8%
O=C1c2ccccc2C(=O)N1CCSc1ncn[nH]1	-14%

Going on with the list.
SMILES	mouse EphA4 binding
COCCOc1ccc(C(F)(F)F)cc1NC(=O)COC(=O)c1c(C)noc1C	-11%
CCCC(=O)OCC(=O)Nc1ccc(OC(F)F)cc1	-6%
COCCn1c(SCC(=O)Nc2sc(C)c(C)c2C#N)nnc1-c1ccc(OC)cc1	-15%
CC1C/C(=N/N=C2/NC(=O)CS2)CC(C)(C)C1 (stereo not drawn)	-1%
CC(C)Nc1nc(Oc2ccc(Cl)cc2)cc(C(F)(F)F)n1	-8%
CC(C)c1cc(Nc2cccc(O)c2)cc(C(C)C)c1O	5%
COc1ccc(/C=C\C(=O)CC(O)(c2ccccc2)C(F)(F)F)cc1 (stereo not drawn)	-4%
CC1CN(c2nc3c(c(=O)[nH]c(=O)n3C)n2Cc2ccccc2F)CC(C)O1 (stereo not drawn)	-3%
Cc1ccc(NS(=O)(=O)c2ccc(CCC(=O)NCCO)cc2)cc1	6%
CCCCS(=O)(=O)N1CN(S(=O)(=O)CCCC)C2NC(=O)NC21 (stereo not drawn)	12%
COc1ccc(OC)c(NC(=O)CCN2CCCC(C)C2)c1 (stereo not drawn)	-8%
C=CCc1ccccc1OCCn1cc(/C=C2/SC(=S)NC2=O)c2ccccc21	24%
COc1cccc(OC)c1OCC(O)CN1CCN(c2ccccc2)CC1 (stereo not drawn)	-11%
COc1ccc(N(CC(O)CN2C(=O)NC(C)(C)C2=O)S(=O)(=O)c2ccc(C)cc2)cc1 (stereo not drawn)	2%
COc1cc(CSc2ncn[nH]2)c(OC)cc1CSc1ncn[nH]1	2%
COc1ccccc1-c1nc(C(N)=O)c2[nH]c(=O)n(-c3cccc(C)c3)c2n1	-10%
COc1cc(NC(=O)c2cc([N+](=O)[O-])ccc2N2CCCCC2)c2ncccc2c1	6%
Cc1cccc(C(=O)O/N=C(\N)c2cccnc2)c1	-3%
Cc1cc(-c2ccco2)n(CC(=O)NCCN(C)C)n1	3%
Cc1nc2oc3c(NCC4CCCO4)ncnc3c2c2c1COC(C)(C)C2 (stereo not drawn)	12%
N#CC1=C(N)Oc2cc(O)ccc2C1C1CCCCC1 (stereo not drawn)	-4%
Cc1cc(NS(=O)(=O)c2ccc(NC(=O)Nc3cccc(Cl)c3)cc2)no1	14%
CN1CCN(C(=O)c2cc3c(n(-c4ccccc4)c2=O)CC(C)(C)CC3=O)CC1	-8%
CCN(CC)CCCNC(=O)c1cc2c(=O)n(C)c3ccccc3c2n1C	-7%

Part of the list above, with the structure last.
mouse EphA4 binding	Molecule
-4%	COc1cc(/C=N/NC(=O)c2ccncc2)ccc1OC(=O)c1ccc([N+](=O)[O-])cc1
-36%	Cc1cc(C)cc(NC(=O)Cn2c(=O)oc3cc(S(=O)(=O)N4CCC(C)CC4)ccc32)c1
-11%	COCCOc1ccc(C(F)(F)F)cc1NC(=O)COC(=O)c1c(C)noc1C
-6%	CCCC(=O)OCC(=O)Nc1ccc(OC(F)F)cc1
-15%	COCCn1c(SCC(=O)Nc2sc(C)c(C)c2C#N)nnc1-c1ccc(OC)cc1
-1%	CC1C/C(=N/N=C2/NC(=O)CS2)CC(C)(C)C1 (stereo not drawn)
-8%	CC(C)Nc1nc(Oc2ccc(Cl)cc2)cc(C(F)(F)F)n1
5%	CC(C)c1cc(Nc2cccc(O)c2)cc(C(C)C)c1O
-4%	COc1ccc(/C=C\C(=O)CC(O)(c2ccccc2)C(F)(F)F)cc1 (stereo not drawn)
-3%	CC1CN(c2nc3c(c(=O)[nH]c(=O)n3C)n2Cc2ccccc2F)CC(C)O1 (stereo not drawn)
6%	Cc1ccc(NS(=O)(=O)c2ccc(CCC(=O)NCCO)cc2)cc1
12%	CCCCS(=O)(=O)N1CN(S(=O)(=O)CCCC)C2NC(=O)NC21 (stereo not drawn)
-8%	COc1ccc(OC)c(NC(=O)CCN2CCCC(C)C2)c1 (stereo not drawn)
24%	C=CCc1ccccc1OCCn1cc(/C=C2/SC(=S)NC2=O)c2ccccc21
-11%	COc1cccc(OC)c1OCC(O)CN1CCN(c2ccccc2)CC1 (stereo not drawn)
2%	COc1ccc(N(CC(O)CN2C(=O)NC(C)(C)C2=O)S(=O)(=O)c2ccc(C)cc2)cc1 (stereo not drawn)
2%	COc1cc(CSc2ncn[nH]2)c(OC)cc1CSc1ncn[nH]1
-10%	COc1ccccc1-c1nc(C(N)=O)c2[nH]c(=O)n(-c3cccc(C)c3)c2n1
6%	COc1cc(NC(=O)c2cc([N+](=O)[O-])ccc2N2CCCCC2)c2ncccc2c1
-3%	Cc1cccc(C(=O)O/N=C(\N)c2cccnc2)c1
3%	Cc1cc(-c2ccco2)n(CC(=O)NCCN(C)C)n1
12%	Cc1nc2oc3c(NCC4CCCO4)ncnc3c2c2c1COC(C)(C)C2 (stereo not drawn)
-4%	N#CC1=C(N)Oc2cc(O)ccc2C1C1CCCCC1 (stereo not drawn)

(next part)
SMILES	mouse EphA4 binding
Cn1nc(-c2ccc(Cl)cc2)nc2c(=O)n(C)c(=O)nc1-2	-14%
COc1ccc(N2C(=O)c3ccccc3NC2c2ccc(OC)c(COc3ccc(NC(C)=O)cc3)c2)cc1 (stereo not drawn)	-4%
Nc1nonc1-c1nc2ccccc2n1Cc1ccc(Cl)cc1	-1%
O=c1c2ccccc2nc(CSc2nnnn2-c2ccccc2)n1-c1cccc(C(F)(F)F)c1	-3%
CCOC(=O)c1ccc(N2C(=O)c3n[nH]c(C)c3C2c2ccccc2)cc1 (stereo not drawn)	-19%
CN(C)C(=O)CN1C(=O)C2CCCCN2C(=O)c2ccccc21 (stereo not drawn)	-19%
COc1ccc(N2CCN(C(=O)CSc3ncnc4c3cnn4-c3ccc(OC)cc3)CC2)cc1	-12%
COc1ccc(C2=CC(=O)OC3(CCCC3)O2)cc1	12%
CC(C)C(c1nnnn1C1CCCCC1)N1CCOCC1 (stereo not drawn)	-9%
Cn1c(Cc2csc(N)n2)nnc1SCC(=O)NC1CCCCC1	7%
Cc1noc(C)c1C(=O)Nc1nnc(-c2ccccc2)s1	-8%
COc1cccc(Cn2c(NCc3cccnc3)nc3c2c(=O)n(C)c(=O)n3C)c1	-4%
COc1ccc(C2C(=O)N(CCc3ccccc3)CC(=O)N2C2CCCC2)cc1 (stereo not drawn)	-8%
O=C(NCCc1ccccc1)c1nc2ncccn2n1	6%
COc1cc(C(O)P(=O)(OCC(C)C)OCC(C)C)cc(OC)c1OC (stereo not drawn)	-3%
O=C(OCc1ccccc1)C1CCCN1C(=O)c1ccccc1[N+](=O)[O-] (stereo not drawn)	12%
CCc1c(C)nc2ncnn2c1Nc1ccc(C#N)c(Cl)c1	2%
CCc1ccc(NC(=O)CNC(=O)c2cn(-c3ccccc3OC)c(=O)c3ccccc23)cc1	4%
CCc1ccc(/C=C/C(=O)C2C(=O)c3ccccc3C2=O)cc1	-6%
O=C(CSc1nnc(-c2cccnc2)n1Cc1ccco1)Nc1nc(-c2ccc(F)cc2)cs1	-2%
CCCc1nc2ccccc2c(=O)n1/N=C/c1c(C)[nH]n(-c2ccc(C)cc2)c1=O	-14%
CCCCNC(=O)CN1CCC2(O)CCCCC2C1c1ccccc1OC (stereo not drawn)	-12%
CCCc1cc(=O)[nH]c(SCC(=O)N2CCN(S(=O)(=O)c3ccc(C)cc3)C2)n1	-59%
O=C(O)C(c1ccccc1)N1C(=O)c2cccc3cccc(c23)C1=O (stereo not drawn)	-1%
Cc1ccc(C(=O)Nc2nc3ccccc3n2Cc2ccc(Cl)cc2)cc1	-12%
O=C(Nc1ccccc1Oc1ccccc1)C(c1ccccc1)c1ccccc1	7%
Cc1nonc1NC(=O)CN1CCCC1	5%
CC(=O)Nc1c(-c2ccc(C)cc2)nc2ccc(Cl)cn12	8%
CCN(CC)CC(=O)c1c[nH]c2ccc(OC)cc12	-8%
CCOc1ccc(NC2=C(Cl)C(=O)N(c3cccc(Cl)c3)C2=O)cc1	4%
O=C(CSC1=NCCS1)N1CCOCC1	0%
COc1ccc(N2C(=O)C3CCCN3C2c2cccc(OC)c2)cc1 (stereo not drawn)	0%
CC12CN3CC(C)(CN(C1)C3c1ccc3ccccc3c1O)C2=O (stereo not drawn)	-9%
Cc1cc2nc(-c3cccc(NC(=O)COc4ccccc4[N+](=O)[O-])c3)oc2cc1C	-1%
Cc1ccc(/C=C2/NC(=S)NC2=O)s1	7%
Cc1ccc(Cn2ccc(NC(=O)c3cc(-c4ccc(F)cc4)on3)n2)cc1	9%
CCOc1nc(Nc2ccc(F)cc2)nc(N2CCN(c3ccc(OC)cc3)CC2)n1	-1%
